Tn6 DDE FP = disrupts Tn6 cyclic peptide binding to fibrin D-Dimer-E complex. Fibrin DD(E) TRITC-Tn6 fluorescence polarization displacement. inhibition, % at 8.3 µM. AID 720509. P02675. 370,000 tested, 0.21% active;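 active = inhibition above a per-campaign cutoff: mean of compounds within control limits plus 3 SD, cut at about 15% in these data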;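 note: 0% = median of all compound wells on the plate and 100% = blocking peptide control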
UHRF1 binding = UHRF1 methyl-DNA binding inhibition. UHRF1 binding to methylated oligo, TR-FRET. 370,000 tested, 0.75% active. inhibition, % at 4.4 µM. Q96T88; in the data active = inhibition above about 21%;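 note: UHRF1 SRA domain binding a hemimethylated CpG hairpin DNA probe; 0% = median of test compound wells and 100% = reference inhibitor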
DDE Tn7 FP inh = DD(E)-Tn7 binding inhibition, primary FP screen; P02675; 370,000 tested, 0.13% active; AID 720508; FP displacement of FITC-Tn7 peptide from fibrin DD(E); 0% = median of compound wells per plate; inhibition, % at 8.3 µM;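 active = inhibition above the mean of compounds falling within the control limits plus 3 SD of them, cut at about 14% in these data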;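 note: 0% = plate median of compound wells and 100% = 10 µM Aha-Tn7 peptide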
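Assay system: Fibrin-DD(E) protein isolated from polymerized human fibrin clots; read-out basis: percent inhibition; medium: Tris/NaCl/CaCl2 buffer, pH 7.8; signal: FP measurement; incubation: 10 min plus 3 h, room temperature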
ARFGAP1 inh = rat ARFGAP1 inhibition. inhibition, % at 16.5 µM. 360,000 tested, 0.26% active. Q62848. Arfgap1-stimulated ARF1 GTP hydrolysis, GDP FP detection;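 active = inhibition above a per-plate limit, mean inhibition of low control wells plus 3 SD, cut at about 25% in these data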;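 note: 0% = DMSO wells with enzyme and 100% = wells lacking Arfgap1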
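System: truncated rat Arfgap1 GAP domain / Benchmarks: high control wells lacking Arfgap1, low control full reaction with DMSO / Times: compound-enzyme preincubation 20 min, reaction 120 min, detection 60 min, 25 °C / Repeats: one replicate per compound / Also added: human ARF1(Δ1-17)-GTP substrate / Measured by: Tracer-displacement fluorescence polarization with EDTA stop, 620/688 nm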
ADAM17 inh = inhibits human ADAM17; inhibition, % at 6.95 µM; recombinant ADAM17, EDANS/DABCYL FRET peptide cleavage; AID 720648; 370,000 tested, 0.83% active; P78536;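 active = inhibition above the mean of compounds lying between control limits plus 3 SD, set per campaign, cut at about 8.5% in these data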;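 note: 0% = DMSO-only wells as the low control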
PLCg1 inh = inhibitors of human phospholipase C gamma1; purified PLC-gamma1, fluorogenic substrate, fluorescence; inhibition, % at 12.2 µM; 370,000 tested, 0.84% active; AID 720700; in the data active = inhibition above about 9.5%
ASAP1 inh = inhibitors of human ASAP1 ArfGAP activity | Q9ULH1 | ASAP1-stimulated ARF1 GTP hydrolysis, GDP FP detection | inhibition, % at 16.5 µM | 360,000 tested, 0.19% active | AID 624377; in the data active = inhibition above about 25%;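 note: 0% = vehicle with enzyme and substrate and 100% = no enzyme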
MBD2 DNA inh = inhibitors of human MBD2 binding to methylated oligonucleotide; Q9UBB5; TR-FRET; inhibition, % at 4.4 µM; 370,000 tested, 0.31% active; AID 686964; in the data active = inhibition above about 13%
KLK7 zymogen act = activates the human kallikrein-7 zymogen; P49862; purified proKLK7, EDANS-DABCYL substrate fluorescence; 100% is mature enzyme control, 0% vehicle; activation, % at 7 µM; 370,000 tested, 0.9% active; AID 652039;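 active = activation above the mean of all tested compounds plus 3 SD, computed per campaign excluding outliers beyond control limits, cut at about 13% in these data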
PLC-beta3 inh = PLC-beta3 (human) inhibition, primary screen; inhibition, % at 12.2 µM; 370,000 tested, 0.18% active; Purified PLC-beta3, fluorogenic substrate, fluorescence; Q01970; in the data active = inhibition above about 11%;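 note: 0% = median of compound wells on plate and 100% = full blocker control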
Target sequence (Q01970 whole entry, looked up): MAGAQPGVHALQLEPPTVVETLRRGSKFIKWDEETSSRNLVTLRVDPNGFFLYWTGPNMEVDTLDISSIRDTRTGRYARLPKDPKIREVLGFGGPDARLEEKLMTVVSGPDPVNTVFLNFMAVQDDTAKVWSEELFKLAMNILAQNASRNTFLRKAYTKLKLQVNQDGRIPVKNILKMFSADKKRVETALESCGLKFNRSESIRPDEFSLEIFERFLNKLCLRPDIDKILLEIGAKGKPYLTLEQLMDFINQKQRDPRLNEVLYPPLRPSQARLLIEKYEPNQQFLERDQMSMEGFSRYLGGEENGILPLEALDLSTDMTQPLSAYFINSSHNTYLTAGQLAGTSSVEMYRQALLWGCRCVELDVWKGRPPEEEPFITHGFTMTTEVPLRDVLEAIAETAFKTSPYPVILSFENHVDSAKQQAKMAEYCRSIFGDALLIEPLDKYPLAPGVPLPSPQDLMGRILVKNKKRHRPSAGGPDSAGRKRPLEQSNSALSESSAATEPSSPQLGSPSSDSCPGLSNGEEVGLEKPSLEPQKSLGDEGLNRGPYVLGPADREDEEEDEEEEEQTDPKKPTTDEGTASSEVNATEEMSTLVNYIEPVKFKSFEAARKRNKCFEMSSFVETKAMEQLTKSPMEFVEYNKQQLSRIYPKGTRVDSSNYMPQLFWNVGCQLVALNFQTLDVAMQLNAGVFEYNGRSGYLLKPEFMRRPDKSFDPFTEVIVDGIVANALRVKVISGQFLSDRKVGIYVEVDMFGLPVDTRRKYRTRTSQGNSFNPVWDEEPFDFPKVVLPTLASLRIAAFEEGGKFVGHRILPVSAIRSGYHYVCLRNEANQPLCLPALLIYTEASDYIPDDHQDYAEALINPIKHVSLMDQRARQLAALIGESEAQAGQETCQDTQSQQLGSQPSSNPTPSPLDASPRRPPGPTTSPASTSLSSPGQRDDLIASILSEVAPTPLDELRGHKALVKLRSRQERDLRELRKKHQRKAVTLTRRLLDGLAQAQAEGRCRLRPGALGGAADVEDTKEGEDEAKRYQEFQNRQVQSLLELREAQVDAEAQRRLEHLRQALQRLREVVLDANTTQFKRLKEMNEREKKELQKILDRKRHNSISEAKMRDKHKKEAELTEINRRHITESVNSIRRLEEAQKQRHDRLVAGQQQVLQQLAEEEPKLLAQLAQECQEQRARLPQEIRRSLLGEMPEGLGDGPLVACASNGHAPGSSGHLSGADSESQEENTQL
Starred values were filed as active, the others as inactive. Rows were taken by chance; 4.1% or so of the library scored in one or more.

CC(C)(C)OC(=O)C[C@H]1C/C=C\C[C@@H](CC(=O)N(CCO)Cc2ccccc2)C(=O)N2CCC[C@H]2COC1=O was read as Tn6 DDE FP -5, UHRF1 binding 1, DDE Tn7 FP inh -2, ARFGAP1 inh 0, ADAM17 inh 4, PLCg1 inh 2, ASAP1 inh 1, MBD2 DNA inh -7, KLK7 zymogen act -0.6 and PLC-beta3 inh 2.
CC(=O)NC(Cc1c[nH]c2ccccc12)C(=O)N1CCN(S(=O)(=O)c2ccccc2)CC1 (stereo unspecified) was read as Tn6 DDE FP 0, UHRF1 binding 4, DDE Tn7 FP inh -3, ARFGAP1 inh -4, ADAM17 inh 0, PLCg1 inh 4, ASAP1 inh -2, MBD2 DNA inh 1, KLK7 zymogen act 0.7 and PLC-beta3 inh -1.
Screening Cc1ccc(NC(=O)CN(C)C(=O)c2cccc(-n3cccc3)c2)cc1 returned Tn6 DDE FP 2, UHRF1 binding 77*, DDE Tn7 FP inh -9, ARFGAP1 inh 8, ADAM17 inh -2, PLCg1 inh 1, ASAP1 inh 2, MBD2 DNA inh 36*, KLK7 zymogen act -0.5 and PLC-beta3 inh -6.
O=C(Nc1ccc(Cl)c(Cl)c1)N(CCCN1CCOCC1)Cc1cccnc1 was read as Tn6 DDE FP 3, UHRF1 binding -3, DDE Tn7 FP inh 1, ARFGAP1 inh 1, ADAM17 inh -2, PLCg1 inh 1, ASAP1 inh -8, MBD2 DNA inh 5, KLK7 zymogen act 0.6 and PLC-beta3 inh -2.
For COc1ccc(NC(=O)CN2C(=O)NC(C)(c3ccccc3)C2=O)c(OC)c1 (stereo unspecified) the results were Tn6 DDE FP -4, UHRF1 binding 1, DDE Tn7 FP inh 5, ARFGAP1 inh 7, ADAM17 inh -3, PLCg1 inh -1, ASAP1 inh 6, MBD2 DNA inh -5, KLK7 zymogen act -0.2 and PLC-beta3 inh -10.
For Cc1ccc(C)c(NC(=S)N2CCCCC2CO)c1 (stereo unspecified) the results were Tn6 DDE FP -4, UHRF1 binding 0, DDE Tn7 FP inh -2, ARFGAP1 inh -5, ADAM17 inh 0, PLCg1 inh 5, ASAP1 inh -5, MBD2 DNA inh -1, KLK7 zymogen act -0.3 and PLC-beta3 inh 0.
`C[C@]12CCC(=O)C[C@@H]1CC[C@@H]1[C@@H]2CC[C@]2(C)C=CC[C@@H]12` gave Tn6 DDE FP 9, UHRF1 binding 2, DDE Tn7 FP inh 7, ARFGAP1 inh -1, ADAM17 inh -9, PLCg1 inh -1, ASAP1 inh -14, MBD2 DNA inh 2, KLK7 zymogen act -0.1 and PLC-beta3 inh -2.
Screening O=S(=O)(CC1NCc2cc(F)ccc21)NC1CCCC1 (stereo unspecified) returned Tn6 DDE FP -3, UHRF1 binding -4, DDE Tn7 FP inh 0, ADAM17 inh -7, PLCg1 inh -8, MBD2 DNA inh 2, KLK7 zymogen act -0.5 and PLC-beta3 inh -17.
Screening CCOC(=O)Cn1cnc2c(nnn2Cc2ccc(Cl)cc2)c1=O returned Tn6 DDE FP -6, UHRF1 binding 2, DDE Tn7 FP inh 4, ARFGAP1 inh -6, ADAM17 inh -5, PLCg1 inh -2, ASAP1 inh -3, MBD2 DNA inh 0, KLK7 zymogen act -0.1 and PLC-beta3 inh 0.
For CCCCc1nnn2c1C1c3cc(Br)ccc3CCN1C(=O)C2 (stereo unspecified) the results were Tn6 DDE FP -1, UHRF1 binding 0, DDE Tn7 FP inh 1, ARFGAP1 inh 8, ADAM17 inh 0, PLCg1 inh 2, ASAP1 inh 6, MBD2 DNA inh 1, KLK7 zymogen act 0.5 and PLC-beta3 inh 2.
`O=C1NC[C@H](CCCCN2C[C@H](Cc3ccc(O)cc3)N(CCC3CCCCC3)C(=O)C2=O)N(CCc2ccc(O)cc2)C1=O` gave Tn6 DDE FP -1, UHRF1 binding 17, DDE Tn7 FP inh 5, ARFGAP1 inh -1, ADAM17 inh -4, PLCg1 inh 1, ASAP1 inh -1, MBD2 DNA inh 5, KLK7 zymogen act 0.3 and PLC-beta3 inh 0.
`Cc1ccc(S(=O)(=O)NCCNC(=O)C2CCCNC2=O)cc1` (stereo unspecified) gave Tn6 DDE FP 0, UHRF1 binding 21*, DDE Tn7 FP inh 0, ARFGAP1 inh -1, ADAM17 inh -4, PLCg1 inh -1, ASAP1 inh -14, MBD2 DNA inh 2, KLK7 zymogen act -0.3 and PLC-beta3 inh 4.
CN(C)CCCN(C(=O)C1=COCCO1)c1nc2ccc(Br)cc2s1 was read as Tn6 DDE FP -4, UHRF1 binding 1, DDE Tn7 FP inh 0, ARFGAP1 inh -4, ADAM17 inh 5, PLCg1 inh 1, ASAP1 inh -1, MBD2 DNA inh 2, KLK7 zymogen act -0.5 and PLC-beta3 inh -2.
`CN(C)CCCN=C(NO)c1ccc(Cl)cc1Cl` gave Tn6 DDE FP 1, UHRF1 binding -4, DDE Tn7 FP inh 8, ARFGAP1 inh 1, ADAM17 inh -5, PLCg1 inh -2, ASAP1 inh -8, MBD2 DNA inh 2, KLK7 zymogen act -0.4 and PLC-beta3 inh -5.
For CCCC(C(=O)Nc1ccc(S(=O)(=O)N2CCOCC2)cc1)c1ccccc1 (stereo unspecified) the results were Tn6 DDE FP -5, UHRF1 binding 4, DDE Tn7 FP inh 2, ARFGAP1 inh 8, ADAM17 inh 7, PLCg1 inh 1, ASAP1 inh 15, MBD2 DNA inh 7, KLK7 zymogen act 0.1 and PLC-beta3 inh -10.
`Cc1cc(C(=O)CSc2nnc(CCC(N)=O)n2C)c(C)n1C1CC1` gave Tn6 DDE FP 4, UHRF1 binding -4, DDE Tn7 FP inh 0, ARFGAP1 inh -12, ADAM17 inh 1, PLCg1 inh 0, ASAP1 inh -12, MBD2 DNA inh -9, KLK7 zymogen act 1.1 and PLC-beta3 inh -7.
CC(=O)Nc1ccc(NC(=O)CC(c2ccccc2)c2ccccc2)cc1 was read as Tn6 DDE FP 3, UHRF1 binding 1, DDE Tn7 FP inh 6, ARFGAP1 inh -14, ADAM17 inh 1, PLCg1 inh 2, ASAP1 inh -3, MBD2 DNA inh 1, KLK7 zymogen act 0.6 and PLC-beta3 inh -1.
`CCOC(=O)C1=CCN(S(=O)(=O)c2ccc(C)cc2)C1c1cccs1` (stereo unspecified) gave Tn6 DDE FP -2, UHRF1 binding 0, DDE Tn7 FP inh -3, ARFGAP1 inh 5, ADAM17 inh 11*, PLCg1 inh 6, ASAP1 inh -1, MBD2 DNA inh -4, KLK7 zymogen act 0.2 and PLC-beta3 inh 4.
For COc1ccc(-c2csc(Nc3ccc(Oc4ccccc4)cc3)n2)cc1 the results were Tn6 DDE FP 3, UHRF1 binding 0, DDE Tn7 FP inh 7, ARFGAP1 inh 7, ADAM17 inh -2, PLCg1 inh 1, ASAP1 inh 0, MBD2 DNA inh 3, KLK7 zymogen act -0.5 and PLC-beta3 inh 0.
`CC(C)CC1=NN(C(=O)c2ccncc2)C(O)(C(F)(F)F)C1` (stereo unspecified) gave Tn6 DDE FP 5, UHRF1 binding 2, DDE Tn7 FP inh -2, ARFGAP1 inh 2, ADAM17 inh 1, PLCg1 inh 6, ASAP1 inh -2, MBD2 DNA inh 1, KLK7 zymogen act -0.4 and PLC-beta3 inh 4.
For CC1(C(=O)NS(=O)(=O)c2cccc(C#N)c2)CCN1C(=O)CCc1ccccc1 (stereo unspecified) the results were Tn6 DDE FP 9, UHRF1 binding -1, DDE Tn7 FP inh -4, ARFGAP1 inh 16, ADAM17 inh 0, PLCg1 inh 3, ASAP1 inh -1, MBD2 DNA inh 1, KLK7 zymogen act -0.7 and PLC-beta3 inh -1.
`O=C(Oc1ccc([N+](=O)[O-])cc1)c1cncc(Br)c1` gave Tn6 DDE FP -3, UHRF1 binding 3, DDE Tn7 FP inh 3, ARFGAP1 inh -3, ADAM17 inh -4, PLCg1 inh 1, ASAP1 inh -1, MBD2 DNA inh -2, KLK7 zymogen act -0.4 and PLC-beta3 inh 1.
For CCOC(=O)Cn1cc(C(=O)c2cccs2)c2ccccc21 the results were Tn6 DDE FP -14, UHRF1 binding 2, DDE Tn7 FP inh 7, ARFGAP1 inh 7, ADAM17 inh 2, PLCg1 inh -4, ASAP1 inh 1, MBD2 DNA inh -6, KLK7 zymogen act 0.0 and PLC-beta3 inh -15.
For CCC(C)N(C(C)CC)S(=O)(=O)c1ccc2[nH]c(=O)oc2c1 (stereo unspecified) the results were Tn6 DDE FP -10, UHRF1 binding 2, DDE Tn7 FP inh 2, ADAM17 inh 0, PLCg1 inh 0, MBD2 DNA inh 7, KLK7 zymogen act 0.0 and PLC-beta3 inh -6.
`N#Cc1c(N)n(-c2ccc(C(=O)O)cc2)c2nc3ccccc3nc12` gave Tn6 DDE FP 9, UHRF1 binding -5, DDE Tn7 FP inh 9, ARFGAP1 inh 4, ADAM17 inh inactive, PLCg1 inh inactive, ASAP1 inh -6, MBD2 DNA inh -8, KLK7 zymogen act 69* and PLC-beta3 inh inactive.
CN(C(=O)c1ccc(=O)[nH]c1)C1(C(=O)NC2CCCCC2)CCCCC1 was read as Tn6 DDE FP -5, UHRF1 binding 0, DDE Tn7 FP inh 4, ARFGAP1 inh 1, ADAM17 inh -8, PLCg1 inh 3, ASAP1 inh 2, MBD2 DNA inh 2, KLK7 zymogen act -0.3 and PLC-beta3 inh 1.
For O=C(c1ccc(F)cc1)N1CCN(Cc2ccccc2Br)CC1 the results were Tn6 DDE FP -7, UHRF1 binding 1, DDE Tn7 FP inh 0, ARFGAP1 inh -2, ADAM17 inh -2, PLCg1 inh 3, ASAP1 inh 4, MBD2 DNA inh -6, KLK7 zymogen act 0.5 and PLC-beta3 inh 3.
For O=C(COC(=O)c1n[nH]c2ccccc12)NC(=O)NC12CC3CC(CC(C3)C1)C2 the results were Tn6 DDE FP 3, UHRF1 binding 9, DDE Tn7 FP inh 4, ARFGAP1 inh 1, ADAM17 inh -4, PLCg1 inh -2, ASAP1 inh -3, MBD2 DNA inh 5, KLK7 zymogen act -1.2 and PLC-beta3 inh 1.
For CCNS(=O)(=O)c1ccc(CCC(=O)NCCc2ccc(OC)cc2)cc1 the results were Tn6 DDE FP 5, UHRF1 binding 1, DDE Tn7 FP inh 6, ARFGAP1 inh 14, ADAM17 inh -2, PLCg1 inh 2, ASAP1 inh -7, MBD2 DNA inh -4, KLK7 zymogen act 0.1 and PLC-beta3 inh 4.

Source: PubChem BioAssay (The Scripps Research Institute Molecular Screening Center)
